M5 PAM = human M5 muscarinic receptor positive allosteric modulators, primary screen, CHO-K1 cells, Fluo-8 calcium fluorescence | activation, % at 3 µM | Muscarinic acetylcholine receptor M5 (Homo sapiens), P08912 | hit rate 0.3% among 360,000 | AID 624038, 2012 | CHO-K1 hM5, ACh EC20 PAM; 0% = ACh EC20, 100% = ACh EC100;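 active = activation above the run cutoff, the mean activation of all test compounds plus 3 SD, cut at about 18% in these data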
Target sequence (P08912 whole entry, looked up): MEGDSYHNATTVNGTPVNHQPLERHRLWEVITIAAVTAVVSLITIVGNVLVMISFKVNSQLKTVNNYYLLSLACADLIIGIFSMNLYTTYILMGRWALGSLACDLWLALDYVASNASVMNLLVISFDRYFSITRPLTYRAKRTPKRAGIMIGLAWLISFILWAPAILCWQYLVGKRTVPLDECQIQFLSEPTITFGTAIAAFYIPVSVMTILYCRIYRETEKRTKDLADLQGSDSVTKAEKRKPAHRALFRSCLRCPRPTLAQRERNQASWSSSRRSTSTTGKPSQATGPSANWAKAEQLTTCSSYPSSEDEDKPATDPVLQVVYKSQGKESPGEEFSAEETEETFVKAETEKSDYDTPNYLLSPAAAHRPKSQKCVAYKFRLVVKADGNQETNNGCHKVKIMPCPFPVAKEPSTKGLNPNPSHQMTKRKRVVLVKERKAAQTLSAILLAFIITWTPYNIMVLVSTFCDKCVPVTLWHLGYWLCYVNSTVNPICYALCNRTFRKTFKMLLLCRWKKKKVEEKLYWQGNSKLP
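Replicates: One well per compound, no replicates | System: Human M5 receptor in CHO-K1 cells | Benchmarks: Low control EC20 acetylcholine (0%), high control EC100 acetylcholine (100%) | Probe or stimulus: Acetylcholine, EC20 level | Times: Fluo-8 loading 80 min at 37 °C plus 30 min room temperature | Signal: Intracellular calcium via Fluo-8 fluorescence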
M4 PAM = human M4 muscarinic receptor positive allosteric modulators, primary screen, CHO-K1 cells, Fluo-8 calcium fluorescence | CHO-K1 hM4/Gqi5, ACh EC20; 0% = ACh EC20, 100% = maximal ACh | hit rate 0.4% among 360,000 | AID 624126, 2012 | activation, % at 3 µM | Muscarinic acetylcholine receptor M4 (Homo sapiens), P08173;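 active = activation above its plate's cutoff, the mean activation of sample wells plus 3 SD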; also: some results filed as inactive read as strong as hits
CHRM5 antagonist = human M5 muscarinic receptor antagonists, primary screen, CHO cells, Fluo-8 calcium fluorescence; Muscarinic acetylcholine receptor M5 (Homo sapiens), P08912; CHO-hM5 cells, ACh EC80; inhibition, % at 3 µM; hit rate 0.59% among 360,000; AID 624040, 2012;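 active = inhibition above a per-plate cutoff, the mean of that plate's test compounds plus 3 SD, cut at about 27% in these data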;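 also: 0% = acetylcholine EC80 with DMSO and 100% = DMSO without agonist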
TAAR1 ag = human TAAR1 agonists, primary screen, Fluo-8 calcium fluorescence, CHO RD-HGA16 cells. Trace amine-associated receptor 1 (Homo sapiens), Q96RJ0. vehicle wells 0%, saturating PEA agonist 100%. activation, % at 3 µM. hit rate 0.99% among 360,000;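 active = activation above the mean activation of all test compounds in the run plus 3 SD, cut at about 38% in these data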
Target sequence (Q96RJ0 whole entry, looked up): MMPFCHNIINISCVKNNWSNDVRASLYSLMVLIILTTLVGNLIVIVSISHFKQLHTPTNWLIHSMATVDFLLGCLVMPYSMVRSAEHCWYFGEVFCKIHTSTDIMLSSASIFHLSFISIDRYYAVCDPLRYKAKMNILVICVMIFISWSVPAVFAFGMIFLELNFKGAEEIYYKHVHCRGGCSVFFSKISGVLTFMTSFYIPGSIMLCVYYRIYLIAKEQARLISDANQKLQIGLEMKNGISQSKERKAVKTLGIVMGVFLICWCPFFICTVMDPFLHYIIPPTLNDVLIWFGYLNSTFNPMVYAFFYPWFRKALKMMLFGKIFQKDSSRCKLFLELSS
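Repeats: no replicates (n 1) | Material: CHO-derived RD-HGA16 cells with stable Gα16 and human TAAR1 | Technique: Kinetic Fluo-8 calcium fluorescence | Schedule: 17-24 h seeding, 75 min 37 °C dye, 30 min RT | Evaluation: % activation from peak over basal fluorescence ratio, DMSO-to-PEA scaled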
CRFR2-BP ag = agonists of CRF-BP/CRF-R2 complex, primary screen, cell-based, HEK293, calcium dye fluorescence, uHTS | CRF-binding protein / CRF receptor 2 complex (human) | calcium dye fluorescence (FLIPR); percent of saturating CRF peptide response | activation, % at 13.2 µM | hit rate 0.46% among 350,000 | AID 588473, 2011;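 active = activation of at least 50%, plus an integration ratio under a set limit after plate pattern correction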;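 also: plate controls were neutral control wells without compound for no effect and CRF at EC100 for full effect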
CHO-K1 Ca PAM = nonselective calcium activators in parental CHO-K1 cells, primary screen, counter-screen for M1 PAM project, cell-based, Fluo-8 calcium fluorescence, full deck, 1536-well | ATP EC20; 0% at ATP EC20, 100% at ATP max | activation, % at 3 µM | hit rate 0.02% among 360,000;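 active = activation above the run cutoff, the mean activation of all test compounds plus 3 SD, cut at about 40% in these data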;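 also: peak over basal fluorescence ratio in a 140 s read after ATP addition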
M5 ag = human M5 muscarinic receptor agonists, primary screen, CHO-K1 cells, Fluo-8 calcium fluorescence; hit rate 0.19% among 360,000; CHO-K1 hM5 cells; 0% DMSO wells, 100% maximal acetylcholine response; AID 624037, 2012; Muscarinic acetylcholine receptor M5 (Homo sapiens), P08912; activation, % at 3 µM;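 active = activation above the run's mean over test compounds plus 3 SD, cut at about 23% in these data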;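 also: signal is peak over basal fluorescence ratio across the kinetic read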
TAAR1 antag = human TAAR1 antagonists, primary screen, Fluo-8 calcium fluorescence, CHO RD-HGA16 cells; hit rate 1.5% among 360,000; Trace amine-associated receptor 1 (Homo sapiens), Q96RJ0; antagonist; inhibition, % at 3 µM;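 active = inhibition above a per-plate cutoff, the mean inhibition of test compounds on that plate plus 3 SD, cut at about 49% in these data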;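 also: 0% = DMSO plus EC80 beta-PEA response and 100% = DMSO alone without agonist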
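Assay system: CHO-derived RD-HGA16 cells stably expressing human TAAR1 plus Gα16. Timing: 140 s kinetic read after compound, 140 s after agonist. Technique: kinetic Fluo-8 calcium fluorescence measurement. Measure: % inhibition of agonist calcium response.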
CRFBP-R2 block = antagonists of CRF-BP/CRF-R2 complex, primary screen, cell-based, HEK293, calcium dye fluorescence, uHTS; CRF-induced calcium fluorescence; inhibition, % at 11.8 µM; hit rate 0.59% among 350,000;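 active = inhibition of the ligand-induced calcium signal above about 50% at the single tested concentration, limit read from the data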
The depositor's hits bear a star; / = not tested or not shown.

Every second line gives: M5 PAM, M4 PAM, CHRM5 antagonist, TAAR1 ag, CRFR2-BP ag, CHO-K1 Ca PAM, M5 ag, TAAR1 antag, CRFBP-R2 block
1) CCC(Sc1nnc(C)c(=O)[nH]1)C(=O)Nc1cccc2ccccc12 (stereo not drawn)
  4, 3, -5, 2, 0.9, -10, -3, 5, -7
2) CCCCn1c(N)c(N(CCC(C)C)C(=O)C2CCCN(C(=O)c3ccc(Cl)cc3)C2)c(=O)[nH]c1=O (stereo not drawn)
  -6, 1, 15, 0, 0.0, 13, 1, -23, 2
3) Cc1nn(-c2ccccc2)c(N2CCCC2)c1/C=N/n1cnc2scc(-c3ccccc3)c2c1=O
  -6, -5, 3, 5, -0.8, -1, 1, 54*, 6
4) Fc1ccccc1CN1CCCCCCC1
  2, 1, -6, 3, -1.9, 2, -4, -7, -1
5) COCCNc1nc(-c2ccccc2F)c2sc(-c3ccccc3)cc2n1
  0, -1, 0, 3, /, 8, -2, 6, /
6) COc1ccc(N2CCN(Cc3nc(N)nc(N4CCCc5ccccc54)n3)CC2)cc1
  -15, -5, 0, 1, -0.4, -13, -2, -7, 1
7) O=C(CN1C(=O)C2C3CCC(C3)C2C1=O)OCC(=O)c1ccccc1 (stereo not drawn)
  -4, -6, 8, 1, -0.4, 5, 0, -9, -4
8) COc1ccc(N2CCN(C(=O)CCc3ccc(S(=O)(=O)NC(C)C)cc3)CC2)cc1
  -5, 4, 1, 5, 0.3, 13, 0, -22, 10
9) O=C(Nc1nc2ccccc2[nH]1)C1CCN(S(=O)(=O)c2cccs2)CC1
  -15, -7, 0, 12, -0.5, -1, 7, 42, -4
10) COc1ccccc1N1CCN(CC(O)COCc2cccs2)CC1 (stereo not drawn)
  -5, -7, 8, 1, -1.6, 7, -11, 4, 5
11) COc1ccc2sc(N(CCCN(C)C)C(=O)c3ccc(S(=O)(=O)N(C)Cc4ccccc4)cc3)nc2c1
  3, -2, 2, 43*, 0.7, 11, -1, 35, -26
12) CC(C)Sc1nc(O)c(Cc2ccccc2)c(=O)[nH]1
  1, 22, 5, 13, -1.5, 18, 2, -6, 3
13) CC1CCCCC1NC(=O)CSc1nnc(C(F)(F)F)n1C (stereo not drawn)
  -1, 1, 1, 1, 0.7, 9, 0, -10, -7
14) CC(C)C(=O)Nc1cccc(S(=O)(=O)NC2=NCCC2)c1
  -2, 2, 5, 7, -1.9, -7, 0, -22, -7
15) CCOc1ncccc1C(=O)N(C)CC1COc2ccccc2O1 (stereo not drawn)
  -5, 8, 3, 1, 2.0, 13, -3, -15, -13

The list goes on.
Every second line gives: M5 PAM, M4 PAM, CHRM5 antagonist, TAAR1 ag, CRFR2-BP ag, CHO-K1 Ca PAM, M5 ag, TAAR1 antag, CRFBP-R2 block
16) COc1ccc(CCN2C(=O)CC(N3CCOCC3)C2=O)cc1OC (stereo not drawn)
  5, 1, -4, 10, 1.4, 20, -1, 11, -14
17) Cc1cc([N+](=O)[O-])nn1CC(=O)Nc1nccs1
  -6, -10, 4, 1, 1.2, 7, 2, -12, -8
18) Cc1ccccc1C(=O)NN1CCOCC1
  0, 0, -3, 0, 0.2, 22, -2, 17, 7
19) CCCCSc1nc(C)cc(C)c1S(=O)(=O)c1ccccc1C
  1, 7, -15, 10, 3.4, 18, -5, 25, 2
20) CCN(CC1CCCO1)C(=O)c1cc(COc2ccc(OC)cc2Cl)on1 (stereo not drawn)
  2, 2, -9, 2, -0.4, 3, -3, -13, 5
21) CCN1C(=O)[C@H]2[C@@H](c3ccc(C(F)(F)F)cc3)N[C@]3(CCCN(Cc4ccc(OC)cc4)C3=O)[C@H]2C1=O
  7, 4, -1, 2, -1.1, 13, -2, -7, -2
22) Cc1onc(-c2ccccc2Cl)c1C(=O)NCc1cccs1
  -1, -4, 2, 4, 1.8, 10, -2, -5, 28
23) CCc1ccc(/C=c2\s/c(=C\C(=O)C(C)(C)C)[nH]c2=O)cc1
  -13, -1, -3, -1, 1.0, 1, -6, 3, -10
24) O=C(Nc1ccnn1C1CCN(C2CCCCC2)CC1)c1ccccc1
  4, 4, -3, 1, -0.3, 9, -5, -6, 3
25) CN(C)C(=O)c1ccc(NC(=O)COc2cccc(Oc3ccccc3)c2)cc1
  -2, -5, 12, 1, 0.3, 7, -3, -15, 20
26) CCN(C(=O)COC(=O)CN(C)S(=O)(=O)c1ccc(NC(C)=O)cc1)C1CCS(=O)(=O)C1 (stereo not drawn)
  2, 1, 7, 2, -0.5, 15, -2, -4, -3
27) O=C(CNc1cc(S(=O)(=O)N2CCOCC2)ccc1N1CCCC1)NCc1ccco1
  0, 2, -9, 0, -2.4, 20, -4, -12, 24
28) Cc1ccn2c(=O)c(NC(=O)c3cccs3)c(C)nc2c1
  0, 21, 0, 5, 1.6, 5, 5, -12, 3
29) CCCC1CCc2[nH]nc(C(=O)NN)c2C1 (stereo not drawn)
  -2, 3, -6, 8, -2.0, 1, 2, 12, -8
30) CN(Cc1ccccc1)C(=O)c1ccccc1C(=O)O
  -2, 6, -6, 6, -0.7, 0, 0, 7, 6

(next part)
Every second line gives: M5 PAM, M4 PAM, CHRM5 antagonist, TAAR1 ag, CRFR2-BP ag, CHO-K1 Ca PAM, M5 ag, TAAR1 antag, CRFBP-R2 block
31) CC1CCN(CCCCOc2ccccc2-c2ccccc2)CC1
  -11, -28, -4, 10, -4.0, 29, -4, -3, -27
32) CCOc1cccc2cc(C(=O)NC(C)c3ccccc3)c(=N)oc12 (stereo not drawn)
  1, 3, -1, 0, -0.6, -12, -1, -9, 6
33) O=C(CN1C(=O)NC2(CCCc3ccccc32)C1=O)Nc1cccc(S(=O)(=O)N2CCCCC2)c1 (stereo not drawn)
  -9, -4, 13, 3, -2.1, 3, -4, -10, -2
34) CC1CCCCC1NC(=O)Cn1nc(-c2ccccc2)ccc1=O (stereo not drawn)
  1, 4, -4, 3, -1.3, 7, 1, -10, 6
35) COc1ccc(-n2nc(C(=O)NCC(=O)NCC3CCCO3)c3ccccc3c2=O)c(OC)c1 (stereo not drawn)
  -2, 1, -4, 8, 0.7, 4, 4, 4, -4
36) COc1ccc(/C=C/C(=O)NC(=S)Nc2ccc(S(N)(=O)=O)cc2)cc1
  5, 8, -2, 3, -1.1, -2, -11, -6, -13
37) CCOC(=O)C1(C)CCCN1C(=O)c1ccc(F)c(Cl)c1 (stereo not drawn)
  -3, 1, -3, 0, /, -8, -1, -13, /
38) O=C(Nc1ccccc1)Nc1ccc(Br)cc1F
  -19, -28, 28*, 4, 1.0, 10, 0, 16, 0
39) Cc1ccccc1-n1cc(CNC(=O)CCc2nnc(CCc3ccccc3)o2)cn1
  -2, -4, 3, 0, -1.0, -2, 1, -13, -6
40) Cc1ccc2[nH]c(=O)c3cc(C(=O)NC(C)C)sc3c2c1
  -2, -4, 10, -1, -1.1, -2, -3, 16, -22
41) CN(C(=O)Cn1nc(C(=O)O)c2ccccc2c1=O)C1(C#N)CCCCC1
  5, 23*, 3, 5, -0.7, 18, 0, -2, 0
42) COCCCNC(=S)N1CCN(c2ccc([N+](=O)[O-])cc2)CC1
  2, -3, 1, 3, -1.1, 19, 4, 18, 17
43) CCC(CC)c1nnc(NC(=O)c2ccc(N3CCCC3=O)cc2)s1
  3, 3, -4, 7, 2.9, 0, 3, -22, -11
44) Cc1ccc(N2C(=O)CC(N3CCc4ccccc43)C2=O)cc1Cl (stereo not drawn)
  9, 7, -1, 4, 1.6, 4, -3, -17, 10
45) CCN(CC)S(=O)(=O)c1ccc(NC(=O)COC(=O)CN2C(=O)c3ccccc3C2=O)cc1
  -1, -4, 0, 16, -1.2, -4, 0, 11, 10
46) COc1cccc(CC(=O)N2CCN(c3ccccc3[N+](=O)[O-])CC2)c1
  0, -11, 9, 2, -2.1, 8, -1, -1, 8

Nine successive records from above, for reference:
Every second line gives: M5 PAM, M4 PAM, CHRM5 antagonist, TAAR1 ag, CRFR2-BP ag, CHO-K1 Ca PAM, M5 ag, TAAR1 antag, CRFBP-R2 block
1) CCC(Sc1nnc(C)c(=O)[nH]1)C(=O)Nc1cccc2ccccc12 (stereo not drawn)
  4, 3, -5, 2, 0.9, -10, -3, 5, -7
2) CCCCn1c(N)c(N(CCC(C)C)C(=O)C2CCCN(C(=O)c3ccc(Cl)cc3)C2)c(=O)[nH]c1=O (stereo not drawn)
  -6, 1, 15, 0, 0.0, 13, 1, -23, 2
3) Cc1nn(-c2ccccc2)c(N2CCCC2)c1/C=N/n1cnc2scc(-c3ccccc3)c2c1=O
  -6, -5, 3, 5, -0.8, -1, 1, 54*, 6
4) Fc1ccccc1CN1CCCCCCC1
  2, 1, -6, 3, -1.9, 2, -4, -7, -1
5) COCCNc1nc(-c2ccccc2F)c2sc(-c3ccccc3)cc2n1
  0, -1, 0, 3, /, 8, -2, 6, /
6) COc1ccc(N2CCN(Cc3nc(N)nc(N4CCCc5ccccc54)n3)CC2)cc1
  -15, -5, 0, 1, -0.4, -13, -2, -7, 1
7) O=C(CN1C(=O)C2C3CCC(C3)C2C1=O)OCC(=O)c1ccccc1 (stereo not drawn)
  -4, -6, 8, 1, -0.4, 5, 0, -9, -4
8) COc1ccc(N2CCN(C(=O)CCc3ccc(S(=O)(=O)NC(C)C)cc3)CC2)cc1
  -5, 4, 1, 5, 0.3, 13, 0, -22, 10
9) O=C(Nc1nc2ccccc2[nH]1)C1CCN(S(=O)(=O)c2cccs2)CC1
  -15, -7, 0, 12, -0.5, -1, 7, 42, -4
